# PfGluPho inh = PfG6PD enzyme inhibitors, primary screen, biochemical, fluorescence intensity, uHTS | glucose-6-phosphate dehydrogenase-6-phosphogluconolactonase (Plasmodium falciparum 3D7) | PfGluPho enzyme, NADPH resazurin-diaphorase fluorescence | inhibition, % at 20 µM | 0.78% of 350,000 active;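 active = inhibition reaching at least a set limit at 20 µM in the primary screen, cut at about 59% in these data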;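 also: 0% = DMSO wells with substrate and 100% = DMSO wells lacking glucose-6-phosphate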
# GRIN3A LBD mod = binders of NR3A ligand-binding domain, primary screen, biophysical, differential scanning fluorimetry, uHTS | Glutamate receptor ionotropic, NMDA 3A (GRIN3A) ligand-binding domain | NR3A LBD differential scanning fluorimetry, Tm shift; 0% = protein alone, 100% = glycine-bound protein | Tm shift relative to glycine control, % at 25 µM | 2.5% of 340,000 active;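 active = melting temperature shift of at least 10% of the positive control shift, at one fixed dose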
# SENP6 block = SENP6 protease inhibitors, primary screen, biochemical, luminescence, uHTS; Sentrin-specific protease 6 (Homo sapiens), Q9GZR1; Recombinant SENP6 catalytic domain, aminoluciferin luminescence; inhibition, % at 10 µM; 1.8% of 330,000 active; AID 2599, 2010;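 active = inhibition above about 50% at the single tested dose, limit read from the data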;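 also: plate controls were DMSO wells with enzyme for no effect and DMSO wells lacking enzyme for full effect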
# SENP1 FRET inh = human SENP1 catalytic domain inhibitors, primary screen, biochemical, FRET, uHTS. Sentrin-specific protease 1 (Homo sapiens), Q9P0U3. recombinant SENP1 catalytic domain, CyPet-SUMO1-YPet FRET cleavage. inhibition, % at 10 µM. 0.21% of 360,000 active. AID 624204, 2012;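 active = inhibition at least 30% at 10 µM, raw YFP signal under a set limit, fluorescence ratio 0.5 to 1.5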;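 also: 0% = enzyme with DMSO and 100% = no enzyme wells; some results filed as inactive read as strong as hits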
# Target sequence (Q9P0U3 419-644 limits assumed): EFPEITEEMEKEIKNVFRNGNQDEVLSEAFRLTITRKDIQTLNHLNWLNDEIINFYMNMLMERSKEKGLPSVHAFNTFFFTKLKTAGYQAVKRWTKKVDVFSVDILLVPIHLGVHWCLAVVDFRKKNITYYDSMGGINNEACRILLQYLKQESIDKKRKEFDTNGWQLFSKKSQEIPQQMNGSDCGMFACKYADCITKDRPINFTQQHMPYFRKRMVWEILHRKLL
#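 Controls: no-enzyme wells low, DMSO-plus-enzyme wells high control. Test system: human recombinant His6-tagged SENP1 catalytic domain enzyme. Reagent: SFCypet-SUMO1-SFYpet FRET protein substrate, 25 nM final. Doses: one dose per compound, 10 µM, 0.5% DMSO. Detection: FRET, CFP and YFP emission. Timing: 50 min reaction at room temperature.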
# ATG4B inh = ATG4B protease inhibitors, primary screen, biochemical, fluorescence, uHTS. Cysteine protease ATG4B (Homo sapiens), Q9Y4P1. ATG4B cleavage of LC3-PLA2, NBD-HPC fluorescence, 1 h. inhibition, % at 8.33 µM. 0.51% of 340,000 active; in the data active = inhibition above about 40%
# MPTP block = mitochondrial permeability transition pore inhibitors, primary screen, biochemical, isolated mouse mitochondria, absorbance; Ca2+ swelling absorbance, 30 min; inhibition, % at 10 µM; AID 602449, 2012; 1.4% of 360,000 active;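 active = inhibition of 50% or more, scaled per plate between neutral and stimulator controls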;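 also: 0% = DMSO wells given calcium and 100% = 1 mM EGTA wells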
# SENP8 block = human SENP8 protease inhibitors, primary screen, biochemical, fluorescence, Nedd8 protein substrate, uHTS | Sentrin-specific protease 8 (Homo sapiens), Q96LD8 | recombinant SENP8 | inhibition, % at 20 µM | 0.64% of 360,000 active; in the data active = inhibition mostly above about 40%, no sharp cut-off; inactive = mostly below about 27%
# Target sequence (Q96LD8 whole entry, looked up): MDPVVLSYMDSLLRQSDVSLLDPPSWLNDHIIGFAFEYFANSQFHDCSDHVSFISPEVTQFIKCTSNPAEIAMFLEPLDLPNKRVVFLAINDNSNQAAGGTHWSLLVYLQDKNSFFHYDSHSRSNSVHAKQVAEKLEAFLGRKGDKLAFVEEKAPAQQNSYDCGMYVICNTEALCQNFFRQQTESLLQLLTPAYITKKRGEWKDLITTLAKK
# hIAP act = human IAP activators, primary screen, biochemical, luminescence, uHTS | Intestinal-type alkaline phosphatase (Homo sapiens), P09923 | purified human IAP, CDP-Star luminescence, 30 min; stronger effect = higher value; 1 = vehicle-only enzyme, 0 = enzyme-free background | 0.16% of 330,000 active | activation factor at 10 µM;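 active = activation factor of the enzyme at least 2-fold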; also: the source names both 10 and 20 µM as test concentration; values of inactives mirror those of a sister screen read the other way
# Target sequence (P09923 whole entry, looked up): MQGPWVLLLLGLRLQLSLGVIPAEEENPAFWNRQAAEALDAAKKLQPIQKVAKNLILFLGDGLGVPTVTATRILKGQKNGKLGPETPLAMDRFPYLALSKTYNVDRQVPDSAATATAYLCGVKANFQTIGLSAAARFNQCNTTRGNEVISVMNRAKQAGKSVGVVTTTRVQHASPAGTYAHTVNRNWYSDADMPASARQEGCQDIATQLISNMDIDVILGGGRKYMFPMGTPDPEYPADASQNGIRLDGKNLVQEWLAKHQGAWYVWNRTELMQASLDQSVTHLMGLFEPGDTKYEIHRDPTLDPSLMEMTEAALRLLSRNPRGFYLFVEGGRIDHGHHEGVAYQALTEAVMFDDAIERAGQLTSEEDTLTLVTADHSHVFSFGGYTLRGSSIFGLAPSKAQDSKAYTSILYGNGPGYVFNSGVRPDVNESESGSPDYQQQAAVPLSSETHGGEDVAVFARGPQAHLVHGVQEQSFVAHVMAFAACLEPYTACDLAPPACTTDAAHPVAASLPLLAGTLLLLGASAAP
# The depositor's hits bear a star.
(1) O=S(=O)(Nc1ccc(-c2ccc(N3CCOCC3)nn2)cc1)c1cc(Cl)ccc1Cl
(2) COc1ccc(CNC(NC(=O)c2ccccc2)(C(F)(F)F)C(F)(F)F)cc1
(3) CCN(CC)C(=O)CSc1nc(C)cc(C)n1
(4) O=C(Cc1ccc(F)cc1)N1CCN=C1SCc1cccc([N+](=O)[O-])c1
(5) O=C(Nc1ccc(-c2nnc3n2CCCCC3)cc1)c1cc2ccccc2o1
(6) NC(=O)c1cc(S(=O)(=O)N2CCOCC2)cs1
(7) COC(=O)Cc1c(O)ccn(Cc2ccc3c(c2)OCO3)c1=O
(8) CCCNS(=O)(=O)c1ccc(OC)c(Cl)c1Cl

entry no.	1	2	3	4	5	6	7	8
PfGluPho inh	-34	8	20	10	10	-18	4	-11
GRIN3A LBD mod	-3	1	-1	-2	-3	2	0	0
SENP6 block	-10	-26	-5	5	-1	-2	-3	-20
SENP1 FRET inh	2	0	0	0	2	4	1	0
ATG4B inh	-8	2	2	-7	-10	-3	3	1
MPTP block	-1.5	1.5	-0.2	1.5	1.2	0.9	-2.3	0.7
SENP8 block	-24	18	12	12	-20	5	9	6
hIAP act	1.1	1	0.95	0.87	0.99	1	0.96	1.1

(9) NC(=O)COC(=O)c1sc2cc(F)ccc2c1Cl
(10) O=C(COC(=O)c1cccc(S(=O)(=O)N2CCOCC2)c1)Nc1ncc(Cl)cc1Cl
(11) COc1ccc2oc(C(=O)OCC(=O)Nc3ccc(NC(C)=O)cc3)c(C)c2c1
(12) CC(C)N(C(=O)[C@H]1CC(CC(=O)NCCCN(C)C)C(=O)N2CCc3c([nH]c4ccccc34)[C@]12C)C(C)C (stereo not given in full)
(13) CC(=O)Nc1ccc(S(=O)(=O)N2CCN(C(=O)c3ncoc3-c3ccc(C)cc3)CC2)cc1
(14) O=C(N/N=C/c1cccnc1)c1ccc(Cl)c(Cl)c1
(15) CC(C)(C)NC(=O)c1ccnc(C(C)(C)C)c1
(16) Cc1cc(C)n(Cc2ccc(C(=O)Nc3ccc(Br)cc3C)o2)n1

entry no.	9	10	11	12	13	14	15	16
PfGluPho inh	-2	9	3	-3	10	7	-9	2
GRIN3A LBD mod	0	2	0	-2	1	14*	-2	-1
SENP6 block	-13	13	-9	-28	-3	-10	-12	-30
SENP1 FRET inh	2	0	-10	1	-3	2	0	1
ATG4B inh	-19	-30	1	0	-1	5	7	-12
MPTP block	-2.3	-1.3	2.0	-0.7	0.4	0.7	-1.5	-7.0
SENP8 block	2	-1	-292	11	6	12	18	27
hIAP act	1	0.97	0.78	1	0.85	0.98	1.1	1.1

(17) O=C(Nc1ccc2c(c1)CCC2)c1cc(=O)[nH]c2ccccc12
(18) CCN(CC)C(=O)Cn1ncc2c1-c1ccccc1OC2
(19) Cc1cnc(NC(=O)CSc2ccc(Cl)cc2)s1
(20) NCCCC[C@H]1CN=C(N)N1CCc1cccc2ccccc12
(21) O=C(O)c1nccnc1C(=O)Nc1ccc(Oc2c(Cl)cccc2Cl)nc1
(22) O=C(c1nsc(Cl)c1Cl)N1CCCCC1
(23) Cc1ccc(S(=O)(=O)N2CCN(C(=O)C(F)(F)F)C2c2ccc(N(C)C)cc2)cc1 (stereo not given)
(24) Cc1cc(C(=O)N/N=C/c2cccnc2)c2ccccc2n1

entry no.	17	18	19	20	21	22	23	24
PfGluPho inh	-12	-8	-13	-9	-18	-1	-12	7
GRIN3A LBD mod	0	-2	6	3	2	0	0	0
SENP6 block	-15	-6	-5	-6	-36	-11	-8	26
SENP1 FRET inh	1	-1	-1	-1	-1	0	1	3
ATG4B inh	-2	-4	-8	3	1	-4	2	-9
MPTP block	2.9	-1.2	0.6	1.6	1.1	-0.8	-0.3	-2.7
SENP8 block	-5	6	19	17	17	14	9	11
hIAP act	0.9	0.96	1.1	0.93	0.82	1	1	0.91

(25) C#CCOCCOCCOCCNc1nc(N2CCN(C(=O)Cn3cc(CC(C)O)nn3)CC2)nc(N2CCN(C(=O)[C@H]([C@@H](C)CC)n3cc(CCCN=C(N)N)nn3)CC2)n1 (stereo not given in full)
(26) CC(C)(C)NC(=O)C(c1ccccc1)N(C(=O)CNC(=O)c1cccs1)c1cccnc1 (stereo not given)
(27) CC(=O)c1c(C(C)=O)c(C)n(NC(=O)c2ccccc2O)c1C
(28) Fc1ccc(C2N(c3ccccc3)C(=S)N3CCCN23)cc1 (stereo not given)
(29) Oc1ccc(C(=S)N2CCN(c3cccc(Cl)c3)CC2)cc1
(30) CCOC(=O)[C@@H]1[C@H]2COc3cc(OC)ccc3[C@H]2N2C(=O)N(c3ccc(F)cc3)C(=O)[C@@]12C
(31) COc1ccc(C(=O)O/N=C(\N)Cc2ccc([N+](=O)[O-])cc2)c(OC)c1
(32) CN(C)CCCNC(=O)c1ccccc1Oc1ccccc1

entry no.	25	26	27	28	29	30	31	32
PfGluPho inh	-5	0	-11	-8	37	13	34	9
GRIN3A LBD mod	3	-4	1	1	4	1	1	1
SENP6 block	-14	-16	-9	-3	-17	-23	-26	-7
SENP1 FRET inh	0	2	1	2	2	1	17	-1
ATG4B inh	0	-12	-4	1	-12	-16	-8	1
MPTP block	-0.9	0.6	-1.0	0.9	-1.3	0.8	1.3	1.2
SENP8 block	16	2	-38	1	4	9	18	27
hIAP act	1	1	1.1	0.79	1.1	1	0.99	1.1

(33) O=C(Cc1ccccc1)NCC(=O)OCc1ccc([N+](=O)[O-])cc1
(34) Cc1sc2nc(-c3ccccc3)oc(=O)c2c1C
(35) CC(C)Cc1nc(Nc2ccc(S(=O)(=O)N3CCCC3)cc2)c2nnn(Cc3ccccc3)c2n1
(36) COc1ccc(N2CCN(CCNC(=O)CCNS(=O)(=O)c3cccs3)CC2)cc1
(37) NC(=O)CSc1nc2ccccc2n1Cc1ccccc1
(38) CN(C)S(=O)(=O)c1cccc(COC(=O)c2cc([N+](=O)[O-])ccc2N2CCOCC2)c1
(39) COc1ccc(C(=O)N2CCNC(=O)C2)cc1S(=O)(=O)Nc1ccc(Br)cc1
(40) COc1cccc(N(CC(=O)NCCSCc2ccc(Cl)cc2)S(C)(=O)=O)c1

entry no.	33	34	35	36	37	38	39	40
PfGluPho inh	-9	12	21	0	5	11	-5	1
GRIN3A LBD mod	0	0	-2	-1	-1	0	-1	-1
SENP6 block	-10	47	-6	-4	5	2	-24	-14
SENP1 FRET inh	1	-9	-4	1	4	0	1	1
ATG4B inh	9	35	1	-9	-8	-9	4	-7
MPTP block	-0.7	0.9	3.2	0.5	1.8	-0.6	0.3	0.1
SENP8 block	1	2	-285	8	8	28	8	7
hIAP act	0.93	0.8	0.8	0.92	1.2	0.94	0.98	1.2

# Among those listed so far, these contain fluorine.
(2) COc1ccc(CNC(NC(=O)c2ccccc2)(C(F)(F)F)C(F)(F)F)cc1
(4) O=C(Cc1ccc(F)cc1)N1CCN=C1SCc1cccc([N+](=O)[O-])c1
(9) NC(=O)COC(=O)c1sc2cc(F)ccc2c1Cl
(23) Cc1ccc(S(=O)(=O)N2CCN(C(=O)C(F)(F)F)C2c2ccc(N(C)C)cc2)cc1 (stereo not given)
(28) Fc1ccc(C2N(c3ccccc3)C(=S)N3CCCN23)cc1 (stereo not given)
(30) CCOC(=O)[C@@H]1[C@H]2COc3cc(OC)ccc3[C@H]2N2C(=O)N(c3ccc(F)cc3)C(=O)[C@@]12C

entry no.	2	4	9	23	28	30
PfGluPho inh	8	10	-2	-12	-8	13
GRIN3A LBD mod	1	-2	0	0	1	1
SENP6 block	-26	5	-13	-8	-3	-23
SENP1 FRET inh	0	0	2	1	2	1
ATG4B inh	2	-7	-19	2	1	-16
MPTP block	1.5	1.5	-2.3	-0.3	0.9	0.8
SENP8 block	18	12	2	9	1	9
hIAP act	1	0.87	1	1	0.79	1

# Further entries:
(41) CC(=O)N1CCN(C(=O)c2ccc(Cl)c(NC(=O)c3cccs3)c2)CC1
(42) COc1cccc(C(=O)N2c3cc(C)ccc3OCC2C(C)(C)C)c1 (stereo not given)
(43) CCC(C)(C)NC(=O)/C=C/c1ccc(OC)c(S(=O)(=O)N2CCOCC2)c1
(44) CCC(C)OC(=O)C(C)Oc1ccc(-c2ccccc2)cc1 (stereo not given)
(45) CC(=O)C1=C(O)C(=O)N(CCN2CCOCC2)C1c1ccccc1 (stereo not given)
(46) CC1(C)OC(C(N)=O)C(C(N)=O)O1 (stereo not given)
(47) Nn1cnnc1SCC(=O)N(C1CCCCC1)C1CCCCC1
(48) CSc1nc2c(c(=O)[nH]1)C(c1ccc(C(F)(F)F)cc1)CC(=O)N2 (stereo not given)

entry no.	41	42	43	44	45	46	47	48
PfGluPho inh	-7	6	0	14	7	-1	0	-15
GRIN3A LBD mod	2	-4	1	2	2	1	0	0
SENP6 block	-1	-13	-8	-5	-13	4	2	21
SENP1 FRET inh	-2	4	2	2	-2	0	3	1
ATG4B inh	-2	4	-2	0	-1	-6	-6	-8
MPTP block	-0.4	-0.9	0.7	-2.1	-0.8	-0.5	-0.1	-0.8
SENP8 block	6	14	11	28	2	19	8	11
hIAP act	0.97	1	1	0.86	1	0.97	1	0.95

(49) COc1ccc(C2=C(C)CC(C)(C)NC2=O)cc1OC
(50) CCCOc1cccc(C(=O)N/N=C/c2ccoc2)c1
(51) Cc1cc(C)c(C)c(OCC(=O)N2CCOCC2)c1
(52) COC(=O)[C@@H](Cc1c[nH]c2ccccc12)NC(=O)c1ccc2c(c1)OCO2
(53) NS(=O)(=O)c1cccc(NC(=O)CSc2nc3nc(-c4cccs4)cc(C(F)(F)F)c3c(=O)[nH]2)c1
(54) Cc1cc(C(F)F)n2nc(C(=O)Nc3cccc(C(F)(F)F)c3)nc2n1
(55) C=CC[C@H](CC(=O)NCCO)C(=O)N[C@@H](C)COC(=O)[C@H](CC=C)CC(=O)OC(C)(C)C
(56) COc1ccc(-n2c(-c3ccccc3)nc(=S)c3c2CCCC3)cc1

entry no.	49	50	51	52	53	54	55	56
PfGluPho inh	-4	-4	-33	5	-17	18	0	6
GRIN3A LBD mod	-1	-2	0	2	-2	2	0	2
SENP6 block	-15	-23	-12	59*	-2	-12	-11	-9
SENP1 FRET inh	2	1	1	1	-46	-1	1	3
ATG4B inh	-8	5	-13	7	-3	3	-6	-1
MPTP block	12	-0.2	-4.9	-1.0	-0.6	-1.2	0.8	-1.0
SENP8 block	12	8	22	7	-430	17	7	22
hIAP act	1.1	1.1	1.1	0.86	0.93	1.1	0.93	1.3

(57) COC(=O)C1=C(C(=O)OC)[C@@H]2N(C)c3ccc(OC)cc3[C@@]23C[C@@H](C(=O)OC)N(S(=O)(=O)c2ccc([N+](=O)[O-])cc2)C3=N1
(58) CCOC(=O)c1c(-c2ccncc2)csc1N
(59) CC(C)(C)S(=O)(=O)/C(C#N)=N/Nc1ccc(S(C)(=O)=O)cc1
(60) CCOc1ccc(C(C)(C)C)cc1S(=O)(=O)n1nc(C)cc1C
(61) O=c1cc(CN2CCN(S(=O)(=O)c3ccccc3)CC2)nc2ccc(Cl)cn12
(62) COc1ccc(OC)c2sc(NC(=O)c3ccc(Br)s3)nc12

entry no.	57	58	59	60	61	62
PfGluPho inh	11	16	-5	2	-1	-11
GRIN3A LBD mod	-3	2	5	1	0	0
SENP6 block	-11	-4	15	-8	-8	0
SENP1 FRET inh	1	-1	2	0	-3	0
ATG4B inh	-2	2	-3	-19	-6	-7
MPTP block	0.9	0.7	-1.6	4.0	-1.9	0.1
SENP8 block	14	12	26	13	-61	-33
hIAP act	0.95	1	0.97	1.1	1.1	0.9

# Screening results as filed in PubChem BioAssay.
